IL-1B inflam inh – qHTS for Inhibitors of Inflammasome Signaling: IL-1-beta AlphaLISA Primary Screen | THP-1 LPS/ATP IL-1B secretion, AlphaLISA, 16 h; hits give low values | actives 4.7% (n = 360,000) | AID 743279, 2014 | activity change, % at 57.5 µM; in the data active = activity change below about -50%; inconclusive = mostly about -30% to -49%; also: % is scaled to controls: 0 for no effect and ±100 for the full control effect
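Secreted IL-1B measured by AlphaLISA bead assay after 16 h compound exposure of THP-1 cells; compounds (final up to 57.5 uM) added 1 h before LPS (250 ng/mL) and ATP (1.25 mM) stimulation; lower signal means less secretion.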
KB-V1 MDR tox – qHTS assay for MDR1-selective chemotherapeutics: Primary screen using the drug-selected MDR subline cells KB-V1. KB-V1 MDR cells viability, CellTiter-Glo, 72 h. Potency, µM (top dose mostly 46.1 µM), inactives show at the top dose activity change, negative = cytotoxicity, most hits filed as cytotoxic. actives 3.4% (n = 400,000); also: potency is read from the fitted curve at half-maximal effect; % is scaled to controls: 0 for no effect and ±100 for the full control effect; nearly all actives have a fitted effect of over 60% in size
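Cytotoxicity via CellTiter-Glo luminescence after 72 h compound exposure at 37 degrees C. Cells: drug-selected KB-V1 line, DMEM phenol-red free plus 10% FBS. Compounds tested at multiple concentrations; normalized data fitted to concentration-effect curves.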
HT1080 IDH1KD tx – qHTS for induction of synthetic lethality in tumor cells producing 2HG: qHTS for the HT-1080-IDH1KD cell line | actives 2% (n = 360,000) | Potency, µM (top dose mostly 46.1 µM), inactives show top-dose activity, negative = toxicity, hits mostly cytotoxic | HT-1080 IDH1 knockdown viability, ATP luminescence, 48 h | AID 686971, 2013;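 also: potency is read from the fitted curve at half-maximal effect; 0% = DMSO wells and -100% = cell-free medium wells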
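Knockdown cells (IDH1KD HT-1080) received compounds 2 h after plating at 750 cells/well and were kept 48 h at 37 °C in 5% FBS RPMI. A CellTiter-Glo luminescence read gave % activity for curve fitting.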
HT1080NT lethal – qHTS for induction of synthetic lethality in tumor cells producing 2HG: qHTS for the HT-1080-NT fibrosarcoma cell line; HT-1080-NT fibrosarcoma viability, CellTiter-Glo ATP luminescence, 48 h; Potency, µM (series often up to 46.1 µM), inactives show at the top dose activity, negative = less viability, hits mostly cytotoxic; actives 1.6% (n = 360,000);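 also: NT is the 2HG producing partner of a matched IDH1 knockdown line; potency is read from the fitted curve at half-maximal effect; 0% = DMSO-treated cells and -100% = media-only wells without cells; nearly all actives have a fitted effect of over 55% in size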
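Viability by CellTiter-Glo luminescence after 48 h compound exposure at 37C of HT-1080-NT cells (750/well, RPMI, 5% FBS). % activity scaled between DMSO wells and medium-only wells, then curve-fitted and categorized by curve class.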
GLP-1R agonist – qHTS of GLP-1 Receptor Agonists. Glucagon-like peptide 1 receptor (Homo sapiens), P43220. HEK293 GLP-1R CRE-luciferase, luminescence, 4-6 h; cells express a hypersensitive GLP-1R form. Potency, µM (top dose mostly 45.6 µM), for the others: at the top dose activation, hits mostly activators. actives 0.007% (n = 380,000). AID 624172, 2012; also: potency is read from the fitted curve at half-maximal effect; % of control where 0% means no effect
Target sequence (P43220 whole entry, looked up): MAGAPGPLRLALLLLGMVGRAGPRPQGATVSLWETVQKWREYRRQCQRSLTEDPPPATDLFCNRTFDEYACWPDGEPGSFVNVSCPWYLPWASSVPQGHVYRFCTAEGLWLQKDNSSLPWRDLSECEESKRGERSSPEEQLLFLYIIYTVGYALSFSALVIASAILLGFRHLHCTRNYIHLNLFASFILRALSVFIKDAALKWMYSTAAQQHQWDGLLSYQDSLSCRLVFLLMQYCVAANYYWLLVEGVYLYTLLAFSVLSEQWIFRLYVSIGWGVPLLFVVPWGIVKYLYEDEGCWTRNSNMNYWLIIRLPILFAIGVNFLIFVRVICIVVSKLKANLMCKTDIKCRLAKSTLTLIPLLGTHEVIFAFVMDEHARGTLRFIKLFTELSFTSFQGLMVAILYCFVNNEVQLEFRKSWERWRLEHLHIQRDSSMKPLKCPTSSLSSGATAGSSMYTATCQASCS
DRD3 agonist – qHTS of D3 Dopamine Receptor Agonist: qHTS | D3R DiscoveRx beta-arrestin cells, luminescence, 90 min | max activation, % | actives 0.58% (n = 410,000) | AID 652048, 2013; in the data active = max activation above about 30%; also: 0% is about no effect; mostly tested at two doses, the higher about 12 µM
Target sequence (P35462 whole entry, looked up): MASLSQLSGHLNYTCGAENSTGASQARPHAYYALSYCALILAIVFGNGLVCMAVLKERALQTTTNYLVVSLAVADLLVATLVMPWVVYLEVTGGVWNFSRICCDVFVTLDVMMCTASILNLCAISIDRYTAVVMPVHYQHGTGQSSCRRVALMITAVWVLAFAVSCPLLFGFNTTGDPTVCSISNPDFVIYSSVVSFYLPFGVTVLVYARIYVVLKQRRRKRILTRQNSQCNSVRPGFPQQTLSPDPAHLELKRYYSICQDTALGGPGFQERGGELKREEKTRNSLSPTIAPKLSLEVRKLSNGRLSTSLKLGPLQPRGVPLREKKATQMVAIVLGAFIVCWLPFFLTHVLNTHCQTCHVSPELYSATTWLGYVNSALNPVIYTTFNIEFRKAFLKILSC
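Agonist mode: compounds and dopamine controls were applied to plated cells for 90 min at 37 degrees C after an overnight attachment at 1500 cells/well. Luminescent read-out followed 30 - 60 minutes at room temperature with DiscoveRx detection reagent.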
SW480 rereplic – A quantitative high throughput screen for small molecules that induce DNA re-replication in SW480 colon adenocarcinoma cells | Potency, µM (top dose mostly 46.1 µM), inactives show at the highest dose re-replication activation, actives largely listed as activators | SW480 DNA re-replication, Hoechst DNA content imaging, 48 h | actives 1.8% (n = 340,000) | AID 624297, 2012; also: potency is read from the fitted curve at half-maximal effect; % of control where 0% means no effect; nearly all actives have a fitted effect of over 55% in size
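Treated cells incubate 48 hr (37 C, 5% CO2), are stained 40 min with Hoechst, and nuclear fluorescence is enumerated; a rise in nuclei with high DNA signal marks re-replication.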
KB-3-1 tox – qHTS assay for MDR1-selective chemotherapeutics: Primary screen using the parental adenocarcinoma cell KB-3-1; actives 1.4% (n = 400,000); AID 1347075, 2019; Potency, µM (highest dose often 46.1 µM), for inactives: at the highest dose activity change, negative = cytotoxic, most hits filed as cytotoxic; KB-3-1 viability, CellTiter-Glo ATP luminescence, 72 h; also: potency is read from the fitted curve at half-maximal effect; % is scaled to controls: 0 for no effect and ±100 for the full control effect; nearly all actives have a fitted effect of over 60% in size
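Multi-concentration cytotoxicity screen in KB-3-1 cells grown in DMEM lacking phenol red with 10% FBS. After 72 h at 37 °C with compound, ATP-dependent luminescence was recorded.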
DRD3 antagonist – qHTS of D3 Dopamine Receptor Antagonist: qHTS; D3R cells, DiscoveRx beta-arrestin luminescence, antagonist mode; hits give low values; D(3) dopamine receptor (Homo sapiens), P35462; actives 2.5% (n = 360,000); max response, negative = inhibition, %; in the data active = max response below about -50%; inconclusive = no clear call, values can overlap the other calls; also: % is scaled to controls: 0 for no effect and ±100 for the full control effect; mostly tested at two doses, the higher about 12 µM
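Cells plated overnight at 1500 cells/well, then exposed to library compounds with dopamine controls for 90 minutes at 37 degrees C. DiscoveRx reagent added for 30–60 minutes at room temperature; luminescence read, quantitative HTS format.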
Active calls of the source: *; [ ] = remark or other dose. Unless noted, calls follow the shape of the dose curve; as a rule, active = well fitted curve in the direction sought with a large enough effect; inconclusive = small, poorly fitted or top-dose-only effect, or another doubt; inactive = no such curve, though single readings can be large; an effect the other way counts as inactive or inconclusive.

Screening CC(C(=O)Nc1ccccc1-c1ccccc1)N(C)Cc1nc2ccccc2c(=O)[nH]1 (stereo not drawn) returned IL-1B inflam inh 18, KB-V1 MDR tox 12µM*, HT1080 IDH1KD tx 23µM*, HT1080NT lethal 23µM*, GLP-1R agonist 6%, DRD3 agonist -11, SW480 rereplic inconclusive, KB-3-1 tox inconclusive and DRD3 antagonist -19.
For COc1ccc(-c2cc(C(F)(F)F)n3nc(C(=O)Nc4ccccc4SC)cc3n2)cc1OC the results were KB-V1 MDR tox -1%, GLP-1R agonist -8%, DRD3 agonist -4 and KB-3-1 tox -28%.
CCS(=O)(=O)Nc1ccc(-c2nnc(SCC(=O)c3cccc(OC)c3)o2)cc1 was read as IL-1B inflam inh 5, KB-V1 MDR tox -5%, HT1080 IDH1KD tx -2%, HT1080NT lethal -2%, GLP-1R agonist 14%, DRD3 agonist 3, SW480 rereplic -3%, KB-3-1 tox 2% and DRD3 antagonist -26.
`COC(=O)Cn1cnc2c1c(=O)n(C)c(=O)n2C` gave IL-1B inflam inh 15, KB-V1 MDR tox 1%, HT1080 IDH1KD tx 1%, HT1080NT lethal -1%, GLP-1R agonist -2%, DRD3 agonist -6, SW480 rereplic 0%, KB-3-1 tox -3% and DRD3 antagonist 18.
For O=C(COc1ccc(S(=O)(=O)NCc2ccccc2)cc1Cl)NCc1ccccn1 the results were IL-1B inflam inh 8, KB-V1 MDR tox inconclusive, HT1080 IDH1KD tx 4%, HT1080NT lethal -1%, GLP-1R agonist 7%, DRD3 agonist -1, SW480 rereplic -2%, KB-3-1 tox 3% and DRD3 antagonist -17.
`Cc1cnc(Nc2nc3ccccc3o2)nc1C(=O)Nc1cccc(C(F)(F)F)c1` gave IL-1B inflam inh 22, KB-V1 MDR tox 15µM*, HT1080 IDH1KD tx -4%, HT1080NT lethal -14%, GLP-1R agonist -6%, DRD3 agonist -23, SW480 rereplic inconclusive, KB-3-1 tox 16µM* and DRD3 antagonist -15.
COc1ccc(C(O)c2nc(-c3ccc4c(c3)OCO4)cs2)cc1 (stereo not drawn) was read as IL-1B inflam inh -22, KB-V1 MDR tox 2%, HT1080 IDH1KD tx -25%, HT1080NT lethal 4%, GLP-1R agonist inconclusive, DRD3 agonist 11, KB-3-1 tox 0% and DRD3 antagonist 4.
O=C(COc1ccccc1)NCC(=O)N/N=C/c1ccc(O)cc1O was read as IL-1B inflam inh 120, KB-V1 MDR tox -19%, HT1080 IDH1KD tx inconclusive, HT1080NT lethal inconclusive, GLP-1R agonist 7%, DRD3 agonist 14, SW480 rereplic inconclusive, KB-3-1 tox inconclusive and DRD3 antagonist 11.
`CC(=O)Nc1nnc(S(=O)(=O)N2CCN(c3ccc(Cl)cc3[N+](=O)[O-])CC2)s1` gave IL-1B inflam inh -25, KB-V1 MDR tox 4%, HT1080 IDH1KD tx -7%, HT1080NT lethal -4%, GLP-1R agonist -6%, DRD3 agonist -8, SW480 rereplic 24%, KB-3-1 tox inconclusive and DRD3 antagonist inconclusive.
Screening Cc1nn(C)c(C)c1S(=O)(=O)N1CCCC(C(=O)NCCc2ccc(Cl)cc2)C1 (stereo not drawn) returned IL-1B inflam inh 5, KB-V1 MDR tox 0%, HT1080 IDH1KD tx 9%, HT1080NT lethal 0%, GLP-1R agonist -3%, DRD3 agonist 6, SW480 rereplic 7%, KB-3-1 tox 14% and DRD3 antagonist 75.
Screening CCCC(=O)Nc1nnc2n1CCS2 returned KB-V1 MDR tox inconclusive, GLP-1R agonist -5%, DRD3 agonist 2 and KB-3-1 tox 7%.
Cc1ccc(S(=O)(=O)N2C[C@@H]3[C@H]4CC[C@H](C4)[C@@H]3[C@@H](C)[C@@H]2c2ccco2)cc1 was read as IL-1B inflam inh 70, KB-V1 MDR tox 0%, HT1080 IDH1KD tx -28%, HT1080NT lethal -13%, GLP-1R agonist -9%, DRD3 agonist -28, SW480 rereplic -4%, KB-3-1 tox 0% and DRD3 antagonist 6.

Among those listed so far, these contain a Cl atom:
For O=C(COc1ccc(S(=O)(=O)NCc2ccccc2)cc1Cl)NCc1ccccn1 the results were IL-1B inflam inh 8, KB-V1 MDR tox inconclusive, HT1080 IDH1KD tx 4%, HT1080NT lethal -1%, GLP-1R agonist 7%, DRD3 agonist -1, SW480 rereplic -2%, KB-3-1 tox 3% and DRD3 antagonist -17.
`CC(=O)Nc1nnc(S(=O)(=O)N2CCN(c3ccc(Cl)cc3[N+](=O)[O-])CC2)s1` gave IL-1B inflam inh -25, KB-V1 MDR tox 4%, HT1080 IDH1KD tx -7%, HT1080NT lethal -4%, GLP-1R agonist -6%, DRD3 agonist -8, SW480 rereplic 24%, KB-3-1 tox inconclusive and DRD3 antagonist inconclusive.
Screening Cc1nn(C)c(C)c1S(=O)(=O)N1CCCC(C(=O)NCCc2ccc(Cl)cc2)C1 (stereo not drawn) returned IL-1B inflam inh 5, KB-V1 MDR tox 0%, HT1080 IDH1KD tx 9%, HT1080NT lethal 0%, GLP-1R agonist -3%, DRD3 agonist 6, SW480 rereplic 7%, KB-3-1 tox 14% and DRD3 antagonist 75.

The list goes on:
Cc1ccc(C)c(OCCC(=O)OCC(=O)NC(=O)NC2CCCCC2)c1 was read as IL-1B inflam inh 12, KB-V1 MDR tox inconclusive, HT1080 IDH1KD tx -8%, HT1080NT lethal -2%, GLP-1R agonist 7%, DRD3 agonist -3, SW480 rereplic 4%, KB-3-1 tox -4% and DRD3 antagonist 23.
`CC(NC(=O)CCn1c(=S)[nH]c2ccsc2c1=O)c1ccccc1` (stereo not drawn) gave IL-1B inflam inh 38, KB-V1 MDR tox -1%, HT1080 IDH1KD tx 0%, HT1080NT lethal 4%, GLP-1R agonist -1%, DRD3 agonist 2, SW480 rereplic -3%, KB-3-1 tox 7% and DRD3 antagonist -6.
COC(=O)C1(C(F)(F)F)N=C(N(C)C)OC(N(C)C)=N1 was read as IL-1B inflam inh 11, KB-V1 MDR tox 0%, HT1080 IDH1KD tx 4%, HT1080NT lethal 5%, GLP-1R agonist -9%, DRD3 agonist -2, SW480 rereplic -4%, KB-3-1 tox 4% and DRD3 antagonist 13.
Screening O=C(CSCc1c(Cl)cccc1Cl)NCc1ccccn1 returned IL-1B inflam inh 12, KB-V1 MDR tox -25%, HT1080 IDH1KD tx 7%, HT1080NT lethal 5%, GLP-1R agonist 1%, DRD3 agonist 0, SW480 rereplic 0%, KB-3-1 tox 27% and DRD3 antagonist 8.
Screening Clc1ccc2c(N/N=C/c3ccc(Br)cc3)ccnc2c1 returned IL-1B inflam inh -98*, KB-V1 MDR tox 2%, HT1080 IDH1KD tx inconclusive, HT1080NT lethal inconclusive, GLP-1R agonist -6%, DRD3 agonist -4, SW480 rereplic 18µM*, KB-3-1 tox inconclusive and DRD3 antagonist -17.
For CN(C(=O)CCCN1C(=O)c2cccc3cccc(c23)C1=O)c1ccccc1 the results were IL-1B inflam inh 9, KB-V1 MDR tox inconclusive, HT1080 IDH1KD tx -9%, HT1080NT lethal -16%, GLP-1R agonist 16%, DRD3 agonist 1, SW480 rereplic -28%, KB-3-1 tox -13% and DRD3 antagonist 4.
CC(=O)NC1=NN(C(C)=O)C(c2ccccc2)S1 (stereo not drawn) was read as IL-1B inflam inh 20, KB-V1 MDR tox 18%, HT1080 IDH1KD tx 9%, HT1080NT lethal 4%, GLP-1R agonist 8%, DRD3 agonist -1, SW480 rereplic -81%[inhibitor], KB-3-1 tox -6% and DRD3 antagonist 11.
Screening Cc1csc(NS(=O)(=O)c2ccc(Cl)cc2)n1 returned IL-1B inflam inh 13, KB-V1 MDR tox 18%, HT1080 IDH1KD tx 1%, HT1080NT lethal 12%, GLP-1R agonist 3%, DRD3 agonist 0, SW480 rereplic -10%, KB-3-1 tox 0% and DRD3 antagonist 8.
Screening O=C(Nc1ccc2oc(=O)c(C(=O)O)cc2c1)Oc1ccccc1 returned IL-1B inflam inh -9, KB-V1 MDR tox -6%, HT1080 IDH1KD tx 4%, HT1080NT lethal 4%, GLP-1R agonist 1%, DRD3 agonist 7, SW480 rereplic -4%, KB-3-1 tox inconclusive and DRD3 antagonist 1.
Screening CCc1ccc(CNC(=O)CCc2nnc(CCc3ccc(OC)cc3)o2)nc1 returned IL-1B inflam inh 15, KB-V1 MDR tox 8%, HT1080 IDH1KD tx -2%, HT1080NT lethal 1%, GLP-1R agonist 0%, DRD3 agonist 1, SW480 rereplic -1%, KB-3-1 tox 1% and DRD3 antagonist -1.
Screening Cc1cc(C[n+]2ccccc2)c2nsnc2c1 returned IL-1B inflam inh -4, KB-V1 MDR tox 3%, HT1080 IDH1KD tx -23%, HT1080NT lethal inconclusive, GLP-1R agonist 0%, DRD3 agonist 3, SW480 rereplic -16%, KB-3-1 tox inconclusive and DRD3 antagonist -7.
Screening CN(Cc1ccccc1)C(=O)c1nc[nH]c1C(=O)N1CCN(C(=O)OC(C)(C)C)CC1 returned IL-1B inflam inh 0, KB-V1 MDR tox 12%, HT1080 IDH1KD tx 14%, HT1080NT lethal 13%, GLP-1R agonist 2%, DRD3 agonist 4, SW480 rereplic -12%, KB-3-1 tox 11% and DRD3 antagonist -9.

Bioassay records (PubChem)
